Bioassay records: PubChem BioAssay, Broad Institute
DENV2 CPE rescue – protects cells from dengue virus 2 cytopathic effect | CPE inhibition, % at 9.99 µM | actives 1.7% (n = 350,000) | DENV2-infected cells, cytopathic effect rescue, plate reader; in the data active means CPE inhibition above about 20%, passing the limit was not always enough; tested in BHK-21 cells;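 further: 0% = median of neutral control wells and 100% = median of positive control wells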
E-sel inducer – E-selectin induction on HUVECs; P16581; HUVEC E-selectin immunofluorescence imaging; normalized: neutral wells 0, TNF-alpha wells 100; activation, % at 7.58 µM; actives 0.37% (n = 260,000); AID 686992;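 active means mean E-selectin-positive cell signal at least 10% of the positive control, reached in at least 60% of replicates, without over 20% cell loss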;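 further: in these data hits start at about 27%; measured in HUVEC primary endothelial cells; signal is the percent of cells scored E-selectin positive by PE staining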
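Test system: HUVEC | Signal: Immunofluorescence imaging | Read-out: Percent E-selectin-positive cells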
PglD DTNB – inhibitors of Campylobacter jejuni PglD acetyltransferase | purified PglD enzyme, DTNB colorimetric CoA detection | inhibition, % at 12.5 µM | actives 0.098% (n = 360,000); in the data active means inhibition above about 16%, passing the limit was not always enough; further: strong numbers were not always called active
Statin myotox sup – suppressors of simvastatin-induced myotoxicity in C2C12 myotubes; AID 602340; ATP luminescence, 48 h; scaled: DMSO 0, geranylgeraniol control 100; rescue of ATP level, % at 7.49 µM; actives 0.78% (n = 330,000);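 active means mean ATP rescue above about 67%, or every replicate alone reaching that limit, limit read from the data, passing the limit was not always enough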;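 further: myotubes were challenged with 10 µM simvastatin during compound exposure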
SIRT5 block – blocks human SIRT5 desuccinylation of peptide. Q9NXA8. Purified SirT5, succinyl-peptide AMC, trypsin-coupled fluorescence. inhibition, % at 15 µM. actives 1.1% (n = 330,000). AID 652115; in the data active means inhibition above about 15%
Target sequence (Q9NXA8 whole entry, looked up): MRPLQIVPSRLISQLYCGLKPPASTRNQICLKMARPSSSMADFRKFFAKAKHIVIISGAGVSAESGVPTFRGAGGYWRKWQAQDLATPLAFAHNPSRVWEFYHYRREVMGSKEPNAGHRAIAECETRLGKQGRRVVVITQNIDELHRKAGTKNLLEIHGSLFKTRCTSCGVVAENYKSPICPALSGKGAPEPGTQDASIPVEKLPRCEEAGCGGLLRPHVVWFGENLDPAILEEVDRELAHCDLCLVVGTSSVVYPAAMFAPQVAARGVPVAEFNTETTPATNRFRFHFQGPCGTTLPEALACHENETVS
S100A4 inh HTS – inhibitors of human S100A4 binding to myosin IIA peptide; P26447; S100A4/TAMRA-MyoIIA peptide fluorescence polarization; inhibition, % at 10.7 µM; actives 0.14% (n = 360,000); AID 652163;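 active means mean inhibition of at least 70% across replicates, with every replicate also reaching that level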
Target sequence (P26447 whole entry, looked up): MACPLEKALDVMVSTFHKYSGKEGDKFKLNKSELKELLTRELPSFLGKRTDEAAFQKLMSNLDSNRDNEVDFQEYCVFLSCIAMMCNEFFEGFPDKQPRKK
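System – human S100A4 monomer protein, biochemical binding assay · Buffer or medium – Calcium-containing HEPES buffer, pH 7.2 · Timing – 5 min between mix addition and reading · Also added – TAMRA-labelled myosin IIA heavy-chain peptide probe, 5 nM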
ERp5 inh – blocks human ERp5 reductase activity on insulin; AID 651711; actives 0.05% (n = 350,000); ERp5 insulin aggregation, absorbance 650 nm, 90 min; inhibition, % at 9.99 µM;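 active means mean replicate inhibition above about 25%, with every replicate also reaching it, limit read from the data, passing the limit was not always enough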
Target sequence (Q15084 whole entry, looked up): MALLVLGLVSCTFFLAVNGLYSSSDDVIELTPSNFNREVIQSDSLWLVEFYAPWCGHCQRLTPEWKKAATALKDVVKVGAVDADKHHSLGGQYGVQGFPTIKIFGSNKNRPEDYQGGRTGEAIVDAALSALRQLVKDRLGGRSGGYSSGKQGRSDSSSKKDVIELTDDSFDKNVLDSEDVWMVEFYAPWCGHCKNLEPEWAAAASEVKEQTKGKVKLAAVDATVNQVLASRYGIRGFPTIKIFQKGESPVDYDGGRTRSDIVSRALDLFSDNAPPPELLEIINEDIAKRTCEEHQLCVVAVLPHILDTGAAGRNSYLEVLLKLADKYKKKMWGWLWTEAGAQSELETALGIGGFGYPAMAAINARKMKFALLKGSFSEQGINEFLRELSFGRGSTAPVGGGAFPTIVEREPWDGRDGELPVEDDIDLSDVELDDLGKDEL
Numbers without * were called inactive; . = no result given. Some of the compounds tested; the hit share may differ from the screen's.

SMILES	DENV2 CPE rescue	E-sel inducer	PglD DTNB	Statin myotox sup	SIRT5 block	S100A4 inh HTS	ERp5 inh
O=C(Nc1ccc(F)c(F)c1)C1CCCN1S(=O)(=O)c1ccc(F)cc1 (stereo not given)	-3	0.2	4	-6	1	-6	5
Cc1ccccc1OCc1nnc(SCC(=O)NCc2ccccc2)n1C	.	1.0	-2	4	.	.	.
CCCN1C[C@H](C)[C@@H](OC)CN(C)C(=O)c2cc(NC(=O)C3CC3)ccc2OC[C@H]1C	4	-0.3	-1	-6	-2	1	-3
O=C(c1cccc(S(=O)(=O)N2CCCC2)c1)N1CCN(S(=O)(=O)c2cccc(Cl)c2)CC1	2	-0.2	-2	-6	-4	-1	6
COc1ccc(COC(=O)c2ccc(S(=O)(=O)N3CCCCC3)cc2)cc1OC	-5	0.8	-1	-5	-2	-1	3
Oc1cc(CNC2CCCCC2)c(O)cc1CNC1CCCCC1	-7	-0.3	0	4	.	4	3
CC1(C)CC(=O)C2=C(C1)NC1=C(C(=O)c3ccccc31)C2c1cc([N+](=O)[O-])ccc1O (stereo not given)	-1	.	.	9	0	-1	-6
CNC[C@H]1Oc2c(NC(=O)c3ccncc3)cccc2C(=O)N([C@@H](C)CO)C[C@H]1C	38*	0.0	2	-30	-2	2	-5
CC(=O)Nc1ccccc1/C=C/c1ccc2c(C)cc(C)c(O)c2n1	-2	.	.	.	-1	0	-1
CCN(CC(=O)NCc1cccs1)C(=O)c1ccc(S(=O)(=O)N(CC)c2ccccc2)cc1	5	-0.2	-4	-4	1	1	-4
COc1ccc(NC(=O)Nc2ccc3c(c2)C(=O)N([C@@H](C)CO)C[C@@H](C)[C@@H](CN(C)C(=O)Nc2ccccc2)O3)cc1	18	.	4	17	-1	-3	11
COc1ccccc1C#Cc1ccc([C@@H]2[C@H](C#N)N(C(=O)C3CCCCC3)[C@H]2CO)cc1	2	0.2	.	.	6	0	0
COc1ccc(CNC(=O)C[C@H]2C[C@@H]3c4cc(NS(C)(=O)=O)ccc4O[C@@H]3[C@@H](CO)O2)cc1	-2	-0.4	5	-4	-4	10	-12
CC1=Nc2cc(C(=O)N3CCCC3)ccc2Sc2ccc(C)cc21	-7	.	0	4	-11	-4	4
CC(C)NC(=O)Nc1ccc2c(c1)C(=O)N([C@H](C)CO)C[C@@H](C)[C@@H](CN(C)C(=O)Nc1ccc(C(F)(F)F)cc1)OCCCC[C@@H](C)O2	1	0.0	-2	.	1	-3	0

Sorted by molar mass (ascending): part of the list above
SMILES	DENV2 CPE rescue	E-sel inducer	PglD DTNB	Statin myotox sup	SIRT5 block	S100A4 inh HTS	ERp5 inh
Oc1cc(CNC2CCCCC2)c(O)cc1CNC1CCCCC1	-7	-0.3	0	4	.	4	3
CC1=Nc2cc(C(=O)N3CCCC3)ccc2Sc2ccc(C)cc21	-7	.	0	4	-11	-4	4
Cc1ccccc1OCc1nnc(SCC(=O)NCc2ccccc2)n1C	.	1.0	-2	4	.	.	.
O=C(Nc1ccc(F)c(F)c1)C1CCCN1S(=O)(=O)c1ccc(F)cc1 (stereo not given)	-3	0.2	4	-6	1	-6	5
CNC[C@H]1Oc2c(NC(=O)c3ccncc3)cccc2C(=O)N([C@@H](C)CO)C[C@H]1C	38*	0.0	2	-30	-2	2	-5
CC1(C)CC(=O)C2=C(C1)NC1=C(C(=O)c3ccccc31)C2c1cc([N+](=O)[O-])ccc1O (stereo not given)	-1	.	.	9	0	-1	-6
COc1ccc(COC(=O)c2ccc(S(=O)(=O)N3CCCCC3)cc2)cc1OC	-5	0.8	-1	-5	-2	-1	3
COc1ccccc1C#Cc1ccc([C@@H]2[C@H](C#N)N(C(=O)C3CCCCC3)[C@H]2CO)cc1	2	0.2	.	.	6	0	0
CCCN1C[C@H](C)[C@@H](OC)CN(C)C(=O)c2cc(NC(=O)C3CC3)ccc2OC[C@H]1C	4	-0.3	-1	-6	-2	1	-3
COc1ccc(CNC(=O)C[C@H]2C[C@@H]3c4cc(NS(C)(=O)=O)ccc4O[C@@H]3[C@@H](CO)O2)cc1	-2	-0.4	5	-4	-4	10	-12
CCN(CC(=O)NCc1cccs1)C(=O)c1ccc(S(=O)(=O)N(CC)c2ccccc2)cc1	5	-0.2	-4	-4	1	1	-4
O=C(c1cccc(S(=O)(=O)N2CCCC2)c1)N1CCN(S(=O)(=O)c2cccc(Cl)c2)CC1	2	-0.2	-2	-6	-4	-1	6
COc1ccc(NC(=O)Nc2ccc3c(c2)C(=O)N([C@@H](C)CO)C[C@@H](C)[C@@H](CN(C)C(=O)Nc2ccccc2)O3)cc1	18	.	4	17	-1	-3	11
CC(C)NC(=O)Nc1ccc2c(c1)C(=O)N([C@H](C)CO)C[C@@H](C)[C@@H](CN(C)C(=O)Nc1ccc(C(F)(F)F)cc1)OCCCC[C@@H](C)O2	1	0.0	-2	.	1	-3	0

(cont.)
SMILES	DENV2 CPE rescue	E-sel inducer	PglD DTNB	Statin myotox sup	SIRT5 block	S100A4 inh HTS	ERp5 inh
C[C@@H]1CCCCO[C@H](CN(C)Cc2ccc3c(c2)OCO3)[C@H](C)CN([C@@H](C)CO)C(=O)c2cc(NC(=O)Nc3cccc4ccccc34)ccc2O1	-25	0.0	-3	-102	.	.	.
Cc1ccc(OC(C)C(=O)Nc2ccc(Cl)cn2)c([N+](=O)[O-])n1 (stereo not given)	-3	.	-4	0	-4	-1	-1
Cc1nn2c(=O)cc(COC(=O)c3ccc(NC(=O)C(C)(C)C)cc3)nc2s1	-1	.	2	-2	0	-2	5
O=C(NC(=S)Nc1ccccc1N1CCOCC1)c1ccc(-c2ccccc2F)o1	0	11	-2	-4	-3	-2	4
C=C/C=C/[C@@H]1C(=C)CN2[C@H]1[C@H](Cc1ccccc1)OC(=O)C21CCCC1	-2	.	3	.	-5	-33	1
COc1ccc2sc(NC(=O)c3ccco3)nc2c1	1	.	0	-10	-1	-37	3
Fc1ccc2cnc(-c3ccccc3)c(-c3cccc(C(F)(F)F)c3)c2c1	-13	-0.1	2	12	.	4	-5
COc1ccc(CCNC(=O)CSc2nc(C)cs2)cc1	5	.	.	.	6	-8	0
O=[N+]([O-])c1ccc(N2CCN(Cc3ccc([N+](=O)[O-])o3)CC2)cc1	3	.	-6	12	3	3	-1
O=C(Cc1cccs1)N1CCN(S(=O)(=O)c2cc(Cl)ccc2Cl)CC1	-12	.	.	.	0	-1	-2
O=C(Nc1cccc(S(=O)(=O)NC2=NCCC2)c1)c1ccc(C(F)(F)F)cc1	2	0.2	-1	-1	.	-4	0
Cc1ccc(C2=NS(=O)(=O)N(C)C(C(=O)NC3CCCC3)=C2)cc1	3	0.0	-2	0	-1	-9	-3
Cc1ccc(S(=O)(=O)N2C[C@H]3O[C@H](CNS(=O)(=O)c4ccccc4C)CC[C@H]32)cc1	-4	.	.	.	0	-3	-1
Cc1ccc(NC(=O)CN2CCN(Cc3ccccc3)CC2)cc1F	1	.	0	-14	-2	10	3
CC(OC(=O)/C=C/c1cccc(C(F)(F)F)c1)C(=O)NC1CCCCC1C (stereo not given)	10	-0.1	.	.	-1	-11	-2
O=C(CSC(=S)N1CCSCC1)c1ccc(Cl)cc1	2	-0.3	.	.	-1	0	-1
CCc1ccc(NC(=O)NCC2CCN(Cc3cccc(Cl)c3)CC2)cc1	1	0.1	1	8	-6	-16	6
CCS(=O)(=O)N1CC(=O)N2[C@@H](CO)[C@H](c3ccc(-c4cccc(F)c4)cc3)[C@@H]2C1	-2	-0.6	.	.	-2	5	5
O=C(Cc1csc(Nc2nc(=S)[nH]c3ccccc23)n1)N1CCN(c2cccc(Cl)c2)CC1	-1	7.8	1	-81	-7	-1	2
CN1CCC(OC(=O)c2cccc(Cl)c2)CC1	-1	1.7	-6	2	0	-2	5
O=C(NCCCN1CCCCC1)C1CCN(S(=O)(=O)N2CCC3(CC2)OCCO3)CC1	-5	.	2	11	-4	-1	0
CCCN1CNC(=S)N(CC2CCCO2)C1 (stereo not given)	-4	1.3	2	.	-1	-1	5
CCCC(=O)NC(NC1CCS(=O)(=O)C1)C(Cl)(Cl)Cl (stereo not given)	-10	-2.2	.	1	-4	-4	0
C=CCOC(=O)C1=C[C@H](c2ccc(Br)cc2)C[C@H](OCCCCO)O1	-5	0.6	-4	-10	.	-4	1
O=C(CN1C(=O)C2CCCCC2C1=O)Nc1cccc([N+](=O)[O-])c1 (stereo not given)	3	0.2	5	-9	-1	-3	13
N#CCOc1ccccc1/C=C/c1nc2ccccc2c(=O)[nH]1	7	.	1	10	0	-1	0
Cc1cccc(C)c1NC(=O)CNC(=O)c1ccc2c(c1)OCCO2	-3	.	1	-5	2	9	-3
CN(CC1CCCO1)S(=O)(=O)c1ccc(C(=O)Nc2nccs2)cc1 (stereo not given)	-3	0.3	0	-15	1	-1	3
CCOc1ccccc1Nc1nnc(SCC(=O)N(C)C2CCS(=O)(=O)C2)s1 (stereo not given)	-7	.	.	3	0	-1	0
COc1ccccc1-c1ccccc1[C@H]1[C@@H](C#N)N(C(=O)C2CCC2)[C@@H]1CO	15	0.0	.	.	4	-3	0

Some entries already given, showing only SIRT5 block, PglD DTNB and E-sel inducer.
Compound	SIRT5 block	PglD DTNB	E-sel inducer
O=C(Cc1csc(Nc2nc(=S)[nH]c3ccccc23)n1)N1CCN(c2cccc(Cl)c2)CC1	-7	1	7.8
CN1CCC(OC(=O)c2cccc(Cl)c2)CC1	0	-6	1.7

(listing goes on)
SMILES	DENV2 CPE rescue	E-sel inducer	PglD DTNB	Statin myotox sup	SIRT5 block	S100A4 inh HTS	ERp5 inh
CN(Cc1ccccc1)C(=O)C(C(=O)c1ccc(F)cc1)n1cc(Cl)ccc1=O (stereo not given)	0	1.3	.	.	-2	7	-1
CN1[C@@H]2Cn3c(ccc(C4=CCCCC4)c3=O)[C@H]1[C@@H](C(=O)NCc1cc(F)cc(F)c1)[C@@H]2CO	2	-0.3	1	-4	-24	-5	7
Cc1ccc(C2=NS(=O)(=O)N(C)C(C(=O)Nc3cc(C)n(CC(=O)N4CCC(C)CC4)n3)=C2)cc1	-1	.	-9	10	2	0	0
Cc1c(CC(=O)N2CCN(C(=O)C3COc4ccccc4O3)CC2)c(=O)oc2cc(O)cc(O)c12 (stereo not given)	-2	.	1	-7	-15	-13	0
CCOC(=O)C1Oc2ccccc2C(c2ccc(F)cc2)=C1C(=O)OC (stereo not given)	7	.	-1	5	3	0	0
O=C(Nc1ccc(N2CCN(C(=O)C3CC3)CC2)cc1)c1cccs1	-6	.	.	.	1	-28	-5
C[C@@H](c1ccccc1)N1C[C@@H](COCc2ccccc2)Oc2cc(N3CC[C@H](N(C)C)C3)ccc2S1(=O)=O	4	0.0	.	.	0	-1	4
CCCCCCN1C(=O)C(O)=C(C(C)=O)C1c1ccccc1[N+](=O)[O-] (stereo not given)	-4	0.1	.	.	1	-1	2
Cc1cc(C)n(CCC(=O)N2CCN(S(=O)(=O)c3ccc(C)c(C)c3)CC2)n1	-5	-0.1	3	-18	0	-1	1
CCCCn1c(N)c(N(CC)C(=O)c2ccco2)c(=O)[nH]c1=O	3	.	-3	1	-17	-3	-2
Cc1cc(=O)n(CCCc2ccccc2)[nH]1	-9	-0.1	7	13	.	-20	-3
Cc1ccc(S(=O)(=O)N2CCN(CCOc3cccc(C)c3)CC2)cc1	9	5.7	-2	-2	-1	1	0
CC(C)NC(=O)Nc1ccc2c(c1)CC(=O)N([C@H](C)CO)C[C@H](C)[C@@H](CN(C)S(=O)(=O)c1cccs1)O2	6	0.0	-1	-24	4	-2	4
CCOC(=O)c1ccc(NC(=O)C2COc3ccccc3O2)cc1 (stereo not given)	13	.	0	7	-1	5	-1
COc1ccc2c(CCNC(N)=S)c[nH]c2c1	2	3.2	2	.	2	2	-2
CCc1n(CC(O)COCc2ccccc2)c2ccccc2[n+]1C (stereo not given)	-4	.	.	.	-2	-4	0
COc1ccc2c3c(n(C)c2c1)[C@@H](CO)N(C)CC31CN(S(=O)(=O)c2cccc(C)c2)C1	13	-0.2	.	.	1	8	0
C=C[C@@H](OC)[C@H](OC(=O)Nc1ccc(SC)cc1)c1ccc(OCCO)cc1	21*	.	1	.	-3	1	-1
